Screening results: PubChem BioAssay, Johns Hopkins Ion Channel Center
MrgX1 PAM: positive allosteric modulators of MrgX1, primary screen, HEK293 cells, Fluo-4 calcium flux; Mas-related G-protein coupled receptor member X1 (Homo sapiens), Q96LB2; FDSS; stronger effect = higher value; B-score at 10 µM; actives 0.63% (n = 310,000);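 active means plate-corrected calcium response at least 3 library SD above typical, normal starting fluorescence, not activating the receptor alone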;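 further: compound read alongside a low EC10 to EC30 dose of BAM8-22 agonist; peak minus trough fluorescence over baseline measured at the second addition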
Target sequence (Q96LB2 whole entry, looked up): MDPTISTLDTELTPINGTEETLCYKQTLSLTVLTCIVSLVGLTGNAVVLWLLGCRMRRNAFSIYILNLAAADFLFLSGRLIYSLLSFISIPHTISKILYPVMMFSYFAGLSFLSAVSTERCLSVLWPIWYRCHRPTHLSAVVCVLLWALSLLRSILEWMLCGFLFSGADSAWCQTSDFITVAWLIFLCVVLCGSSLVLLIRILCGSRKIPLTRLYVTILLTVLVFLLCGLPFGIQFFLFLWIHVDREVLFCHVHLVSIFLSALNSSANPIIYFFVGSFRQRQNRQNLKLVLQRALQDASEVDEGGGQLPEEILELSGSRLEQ
ANO1 activ: TMEM16A chloride channel activators or potentiators, primary screen, cell-based, HTS; B-score at 10 µM; AID 623877, 2012; actives 0.3% (n = 340,000); HEK293 TMEM16A/YFP-H148Q/I152L, iodide quench fluorescence; stronger effect = lower value; Anoctamin-1 (Mus musculus), Q8BHY3;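 active means fluorescence-ratio B-score plate-corrected deviation score at least 3 library SD below zero, with starting fluorescence score within 5 deviations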;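 further: channel opened by trigger with iodide after compound preincubation; score built on the fluorescence ratio of max minus min over baseline; more negative score means more quench and so TMEM16A activation or potentiation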
TRPC6 inh: mouse TRPC6 channel inhibitors, primary screen, cell-based, HEK293, membrane potential dye. ACh-evoked depolarization; stronger effect = lower value. actives 1.1% (n = 310,000). B-score at 10 µM. AID 2553, 2010;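 active means B-score under library mean minus 3 SD, initial fluorescence not abnormally high, positive integrated signal ratio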;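 further: B-score derived from integrated fluorescence ratio over the kinetic read; more negative B-score means stronger inhibition of depolarization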
RGS4 block: RGS4 inhibitors, primary screen, cell-based, HEK293 M3R inducible RGS4, calcium flux | actives 0.45% (n = 310,000) | AID 463165, 2010 | B-score at 10 µM | Fluo-4 calcium flux; stronger effect = higher value; triggered by carbachol at its EC20 | Regulator of G-protein signaling 4 (Homo sapiens), P49798;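 active means B-score, a plate-corrected calcium signal, over three deviations above library mean, with baseline fluorescence within five deviations of library mean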;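 further: RGS4 expression induced by doxycycline in cells with stable M3 receptor; B-score is computed from the integrated fluorescence ratio over baseline after carbachol; higher B-score means a larger calcium signal and so more RGS4 inhibition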
Target sequence (P49798 whole entry, looked up): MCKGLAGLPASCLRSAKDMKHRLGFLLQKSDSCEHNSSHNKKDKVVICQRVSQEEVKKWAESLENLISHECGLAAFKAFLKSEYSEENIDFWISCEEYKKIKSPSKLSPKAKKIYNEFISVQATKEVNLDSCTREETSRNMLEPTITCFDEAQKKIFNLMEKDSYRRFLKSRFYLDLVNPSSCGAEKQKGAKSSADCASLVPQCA
MrgX1 antag: antagonists of human MrgX1 receptor, primary screen, HEK293 cells, Fluo-4 calcium flux; B-score at 10 µM; actives 1.3% (n = 310,000); Mas-related G-protein coupled receptor member X1 (Homo sapiens), Q96LB2; BAM8-22 antagonism; stronger effect = lower value; AID 588676, 2011;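 active means calcium-response B-score plate-corrected more than 3 library SD below zero, starting fluorescence within 5 deviations, no agonist response on first addition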;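 further: peak minus trough fluorescence over baseline after final BAM8-22 challenge near maximal dose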
TRPC4 agonist: activators of mouse TRPC4 channel, primary screen, Fluo4 calcium, HEK293 TRPC4beta/mu-opioid cells | Short transient receptor potential channel 4 (Mus musculus), Q9QUQ5 | Fluo4 calcium fluorescence; stronger effect = higher value | B-score at 10 µM | actives 0.49% (n = 310,000) | AID 2237, 2010;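 active means B-score above 5 SD of library B-scores, and initial fluorescence ratio not above library mean plus 5 SD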;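 further: positive B-score marks a calcium rise read as TRPC4 activation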
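system = HEK293 cells stably co-expressing mouse TRPC4beta and mu-opioid receptor | schedule = Fluo4 dye loading 45 min at room temperature, 110 s recording | measure = B-scored integrated calcium fluorescence ratio | signal = Fluo4 calcium-sensitive dye fluorescence, kinetic, 1 Hz baseline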
TRPC4 PAM: positive allosteric modulators of TRPC4, primary screen, cell-based, mouse TRPC4beta, HEK293 mu-opioid, Fluo-4 calcium; actives 0.42% (n = 310,000); B-score at 10 µM; DAMGO EC20, Fluo-4 Ca2+ flux; stronger effect = higher value;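 active means B-score of calcium response area above 5 SD of library B-scores, with initial fluorescence ratio within 5 SD of library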;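 further: B-score of integrated fluorescence ratio over time as area under calcium response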
TRPC4 inh: inhibitors of mouse TRPC4 channel, primary screen, Fluo4 calcium, HEK293 TRPC4beta/mu-opioid cells; Short transient receptor potential channel 4 (Mus musculus), Q9QUQ5; DAMGO-evoked Fluo4 calcium flux; stronger effect = lower value; B-score at 10 µM; actives 0.39% (n = 300,000);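 active means B-score over 3 SD under the library average, no early fluorescence shift, positive overall ratio signal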
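Test system – stable TRPC4beta/mu-opioid receptor HEK293 cells · Probe or stimulus – DAMGO, a submaximal dose followed by a maximal one · Dosing – one concentration per compound · Signal – Fluo4 calcium fluorescence by kinetic imaging, 5 s 1 Hz baseline · Evaluation – per-well B score of integrated baseline-normalized Fluo4 ratio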
MrgX1 ag: agonists of human MrgX1 receptor, primary screen, HEK293 cells, Fluo-4 calcium flux; AID 588627, 2011; actives 0.44% (n = 310,000); Fluo-4 calcium fluorescence, agonist mode; stronger effect = higher value; Mas-related G-protein coupled receptor member X1 (Homo sapiens), Q96LB2; B-score at 10 µM;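 active means calcium response B-score plate-corrected fluorescence ratio at least 3 library SD, with starting fluorescence B-score inside 5 SD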
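times = overnight plating, then 30 min 37 °C plus 30 min room-temperature dye loading | assay system = stable human MrgX1 HEK293 cell line | input = fifteen thousand cells per well | signal = kinetic calcium dye fluorescence, Fluo-4 NW | dosing = compound delivered in addition one of three | read-out = B-scored fluorescence response ratio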
ANO1 block: TMEM16A chloride channel inhibitors, primary screen, cell-based, HTS | HEK293 TMEM16A/YFP iodide influx fluorescence, ionomycin | AID 588511, 2011 | normalized B-score (activity score, 25-100; higher = stronger inhibition) at 10 µM | Anoctamin-1 (Mus musculus), Q8BHY3 | actives 1.2% (n = 310,000);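 active means ratio plate-corrected score three or more library SD toward inhibition, starting fluorescence score within five deviations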;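 further: score derived from kinetic fluorescence span divided by baseline fluorescence per well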
TRPC6 activator: mouse TRPC6 channel activators, primary screen, cell-based, HEK293, membrane potential dye | B-score at 10 µM | actives 0.13% (n = 310,000) | HEK293-TRPC6 membrane potential dye fluorescence; stronger effect = higher value | Short transient receptor potential channel 6 (Mus musculus), Q61143;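 active means B-score of the integrated fluorescence ratio above library mean plus 3 SD, and starting fluorescence ratio within library mean plus 5 SD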;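 further: higher score means more depolarization so channel activation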
Numbers without * were called inactive; i = inactive; / = no result given.

SMILES	MrgX1 PAM	ANO1 activ	TRPC6 inh	RGS4 block	MrgX1 antag	TRPC4 agonist	TRPC4 PAM	TRPC4 inh	MrgX1 ag	ANO1 block	TRPC6 activator
Cc1ccc(C(=O)N(CCN2CCCCC2)CC2CCCN(C3CCCC3)C2)s1 (configuration not stated)	/	i	i	i	/	i	i	i	/	/	i
Cc1ccsc1/C=N/n1c(-c2cccnc2)n[nH]c1=S	i	i	i	i	i	i	i	i	i	i	i
CC(=O)Oc1ccccc1-n1c(C)nc(=O)c(-c2ccccc2)c1C	i	i	i	i	i	i	i	i	i	i	i
CCOc1ccccc1Nc1ccc2nonc2c1[N+](=O)[O-]	i	i	i	i	i	i	i	i	i	i	i
COc1cccc(C(=O)NC(=S)Nc2cccnc2)c1	i	i	i	i	i	i	i	i	i	i	i
CCOC(=O)c1c(NC(=O)C(C)N2CCN(C(=O)c3ccco3)CC2)sc2c1CCCC2 (configuration not stated)	i	i	i	i	i	i	i	i	i	25*	i
COc1cc(/C=N/NC(=O)CNC(=O)/C=C/c2ccco2)cc(OC)c1OC	i	i	i	i	i	i	i	i	i	i	i
COc1ccc(C2=Nn3c(nnc3-c3ccccc3OC)SC2)cc1OC	i	i	i	8.2*	i	i	i	i	i	i	i
Cc1cccc(OC(C)C(=O)NC2CCS(=O)(=O)C2)c1C (configuration not stated)	i	i	i	i	i	i	i	i	i	i	i
O=C(O)c1ccccc1NC(=O)C1CCN(S(=O)(=O)c2cccc3nsnc23)CC1	i	i	i	i	i	i	i	i	i	i	i
CCN(Cc1ccccc1)C(=O)c1c(-c2ccccc2Cl)noc1C	i	i	i	i	i	i	i	i	i	i	i
Cc1nn(-c2ccccc2)c(C)c1NC(=O)COc1ccc(Br)cc1Cl	i	i	i	i	i	i	i	i	i	25*	i
CCCC(C)c1nnc(NC(=O)COc2ccc3c(c2)OCO3)s1 (configuration not stated)	i	i	i	i	i	i	i	i	i	i	i
COc1ccc(-n2nc3c(=O)[nH][nH]c3cc2=O)cc1	i	i	i	i	i	i	i	i	i	i	i
O=P(c1ccccc1)(c1ccccc1)C(O)c1ccccn1 (configuration not stated)	i	i	i	i	i	i	i	i	i	i	i
c1ccc(Cn2nnnc2C(c2ccncc2)N2CCOCC2)cc1 (configuration not stated)	i	i	i	i	i	i	i	i	i	i	i
CSc1nc(N)n(-c2cc(C(F)(F)F)ccn2)n1	i	i	i	i	i	i	i	i	i	i	i
COCCn1c(CN2CCC(Cc3ccccc3)CC2)nc2c1c(=O)n(C)c(=O)n2C	i	i	/	/	i	/	/	/	i	i	/
Cc1ccc(SCc2cc(=O)[nH]c(N3CCN(Cc4ccccc4)CC3)n2)cc1	i	i	i	i	i	i	i	i	i	i	i
O=c1[nH]c(C2CCCN(S(=O)(=O)c3ccccc3F)C2)nc2c1nnn2Cc1ccccc1Cl (configuration not stated)	i	i	i	i	i	i	i	i	i	i	i
CC1CCCN(C(=O)c2ccncc2)C1 (configuration not stated)	i	i	i	i	i	i	i	i	i	i	i
COCc1ccc(CN2CCC(CO)(CC3CCCCO3)CC2)o1 (configuration not stated)	i	i	i	i	i	i	i	i	i	i	i
Cc1cc2cc(CN(CCCO)S(=O)(=O)c3cccc4nsnc34)c(=O)[nH]c2cc1C	i	i	i	i	i	i	i	i	i	i	i
CCOC(=O)Cc1csc(NC(=O)CN2CCCCC2)n1	i	i	i	i	i	i	i	i	i	i	i
O=S(=O)(Nc1nc(-c2ccccc2)cs1)c1cc(Cl)ccc1Cl	i	i	i	i	i	i	i	i	i	25*	i
C=CCc1ccc(OCC(O)COc2ccc(CC=C)cc2OC)c(OC)c1	i	i	i	i	i	i	i	i	i	i	i
CNc1cc(C(F)(F)F)nc(-c2ccccn2)n1	i	i	i	i	i	i	i	i	i	i	i
COc1ccc(C2C(C(=O)Nc3cccc(C)n3)c3ccccc3C(=O)N2C)cc1 (configuration not stated)	i	i	i	i	i	i	i	i	i	i	i
COc1ccc(CNC(=O)C(C)N2CCN(c3ccc(C(C)=O)cc3)CC2)cc1 (configuration not stated)	i	i	i	i	i	i	i	i	i	i	i
CCOC(=O)CSc1nnc(CNC(=O)c2ccccc2OC)n1-c1ccc(OC)cc1	i	i	i	i	i	i	i	i	i	i	i
O=C(N=Nc1c(O)[nH]c2ccccc12)c1cc(-c2cccs2)[nH]n1	i	i	i	i	i	i	i	i	i	i	i
O=C(NCc1ccc(Cl)cc1Cl)c1ccc2nc[nH]c2c1	i	i	i	i	i	i	i	i	i	i	i
Cc1ccc(N(C(=O)CNC(=O)c2ccco2)C(C(=O)NC2CCCC2)c2ccncc2)c(C)c1 (configuration not stated)	i	i	i	i	i	i	i	i	i	i	i
O=C(O)c1cn(Cc2ccccn2)c(=O)c2ccccc12	i	i	i	i	i	i	i	i	i	i	i
CCCCn1c(N)c(N(CCOC)C(=O)CN2C(=O)c3ccccc3C2=O)c(=O)[nH]c1=O	i	i	i	i	i	i	i	i	i	i	i
COc1ccc(-n2c(C)cc(C(=O)CSc3nnc(-c4cccs4)o3)c2C)cc1	i	i	i	i	i	i	i	i	i	100*	i
CN(C)c1ccc(C2CC(=O)C=C(Nc3ccccc3N)C2)cc1 (configuration not stated)	i	i	i	i	i	i	i	i	i	i	i
CCO[C@@H]1OC(C(=O)Nc2ccccc2)=C[C@H](c2ccc(Br)cc2)[C@H]1CCCO	i	i	i	i	-10*	i	i	i	i	i	i
COC(=O)c1ccccc1NC(=O)Cn1c(-c2nonc2N)nc2ccccc21	i	i	i	i	i	i	i	i	i	i	i
Cn1c(CC(=O)Nc2ccccc2Cl)nnc1SCC(=O)Nc1nncs1	i	i	i	i	i	i	i	i	i	i	i
CCC1CCCCN1CC(=O)c1c(C)[nH]c2cc(C)ccc12 (configuration not stated)	i	/	i	i	i	i	i	i	i	i	i
O=C(NCCCn1ccnc1)c1cnn2c1NC(c1ccccc1)CC2C(F)(F)F (configuration not stated)	i	i	i	i	i	i	i	i	i	i	i
Cc1ccc2nc(SCC(=O)c3cc(C)n(C)c3C)[nH]c2c1	i	i	i	i	i	i	i	i	i	i	i
CCCC(=O)c1ccc(N2CCN(S(=O)(=O)c3ccccc3)CC2)c(F)c1	i	i	i	i	i	i	i	i	i	i	i
CCOC(=O)CSc1nc2c(cnn2-c2ccc(Cl)cc2)c(=O)[nH]1	i	i	i	i	i	i	i	i	i	i	i
CC(C)c1ccc(N(CC(=O)NCCSC(C)(C)C)S(C)(=O)=O)cc1	i	i	i	i	i	i	i	i	i	i	i
O=C(NNC(=O)[C@@H]1CCCC[C@@H]1C(=O)O)c1cccs1	i	i	i	i	i	i	i	i	i	i	i
COc1cc(/C=C(/NC(=O)c2ccccc2)C(=O)Nc2ccc(O)cc2)c([N+](=O)[O-])cc1OC	i	i	i	i	i	i	i	i	i	i	i
CC1(C)Cc2ccccc2C(NNC(=O)c2cccnc2)=N1	i	i	i	i	i	i	i	i	i	i	i
CCOC(=O)C1=C(O)C(=O)N(c2ccc(S(N)(=O)=O)cc2)C1c1ccc(Cl)cc1 (configuration not stated)	i	i	i	i	i	i	i	i	i	i	i
CCOC(=O)c1cnn2c(C(F)(F)F)cc(-c3ccccc3)nc12	i	i	i	i	i	i	i	i	i	i	i
CCc1nc(SCC(=O)c2cccc([N+](=O)[O-])c2)n[nH]1	i	i	i	i	i	i	i	i	i	i	i
CCCCn1c(SCC(=O)Nc2oc(C)c3c(C)n[nH]c(=O)c23)nc2cc(S(N)(=O)=O)ccc21	i	i	i	i	i	i	i	i	i	i	i
CCC(C)c1ccc(NC(=O)NCCN2CCCCC2)cc1 (configuration not stated)	i	i	i	i	i	i	i	i	i	i	i
CCOC(=O)c1c(/N=C/c2ccc(C)cc2O)sc2c1CCN(C)C2	i	i	i	i	i	i	i	i	i	i	i
O=C(CNC(=O)c1ccc(Cl)cc1Cl)OCn1nnc2ccccc2c1=O	i	i	i	i	i	i	i	i	i	i	i
O=C(CSc1nc2ccccc2c(=O)n1CC1CCCO1)Nc1ccccc1 (configuration not stated)	i	i	i	i	i	i	i	i	i	i	i
COc1cc(/C=N/N=C2/NC(=O)C(CC(=O)O)S2)ccc1OCc1cccc(Cl)c1 (configuration not stated)	i	i	i	i	i	i	i	i	i	i	i
Cc1nnc(NC(=O)CN2C(=O)NC3(CCCC3)C2=O)s1	i	i	i	i	i	i	i	i	i	i	i
CC(=O)Nc1cccc(OCC(=O)NCCC2=CCCCC2)c1	i	i	i	i	i	i	i	i	i	i	i
CCOc1ccc(/C=N/NC(=O)CC(=O)Nc2ccc(Cl)c(Cl)c2)cc1	i	i	i	i	i	i	i	i	i	i	i
COCCOC(=O)c1c(C)nc(SCC(=O)Nc2ccc(C)cc2)c(C#N)c1-c1ccco1	i	i	i	i	i	i	i	i	i	i	i
COc1ccc2oc(-c3ccccc3[N+](=O)[O-])cc(=O)c2c1	i	i	i	i	i	i	i	i	i	i	i
